Screening data: PubChem BioAssay, Broad Institute
ERp5 block = blocks human ERp5 reductase activity on insulin. Q15084. ERp5 insulin aggregation, absorbance 650 nm, 90 min. inhibition, % at 9.99 µM. actives 0.05% (n = 350,000);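 active means mean replicate inhibition above about 25%, with every replicate also reaching it, limit read from the data, passing the limit was not always enough; inconclusive means only one of those two criteria met; inactive means neither criterion met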
Target sequence (Q15084 whole entry, looked up): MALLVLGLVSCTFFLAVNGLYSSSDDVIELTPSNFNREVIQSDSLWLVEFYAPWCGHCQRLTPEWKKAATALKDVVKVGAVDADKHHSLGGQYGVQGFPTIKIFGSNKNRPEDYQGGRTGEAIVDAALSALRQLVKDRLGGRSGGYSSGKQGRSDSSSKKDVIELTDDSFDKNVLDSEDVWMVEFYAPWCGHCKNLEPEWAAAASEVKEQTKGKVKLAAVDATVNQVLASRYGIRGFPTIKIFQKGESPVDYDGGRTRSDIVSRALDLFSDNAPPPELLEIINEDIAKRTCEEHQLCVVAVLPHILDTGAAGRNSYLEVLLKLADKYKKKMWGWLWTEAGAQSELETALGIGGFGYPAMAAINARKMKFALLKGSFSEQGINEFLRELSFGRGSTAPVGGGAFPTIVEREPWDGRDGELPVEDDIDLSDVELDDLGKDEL
INS-1E GSIS act = primary screen for activators of insulin secretion dependent on glucose, INS-1E cells, GLuc reporter luminescence. INS-1E GLuc reporter insulin secretion, 2-3 h. activation, % at 16.6 µM. actives 0.61% (n = 370,000);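 active means lowest replicate activation of at least 40%, so every replicate reaches that level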;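 further: 0% = median of neutral control wells and 100% = median of IBMX positive control wells; some compounds called inactive have numbers as strong as hits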
EWS-Fli block = inhibitors of EWS/Fli oncoprotein transcriptional activity. A673 NR0B1-luciferase reporter, viability-normalised. inhibition, % at 12.6 µM. actives 0.67% (n = 350,000);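 active means mean inhibition of at least 50% after viability correction, with every replicate also passing that limit; inconclusive means mean reaches 50% but only one of two replicates passes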;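 further: firefly luciferase signal divided by Alamar Blue viability fluorescence both relative to DMSO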
CFTR F508del cor = CFTR F508del correction in bronchial cells | activity (quench increase), % at 7.58 µM | AID 720511 | actives 0.36% (n = 350,000) | CFBE cells, YFP halide quenching; stimulated with forskolin plus potentiator P3; % fluorescence drop versus neutral controls;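 active means mean added fluorescence quench of at least 8% versus neutral control, with both replicates also reaching 8%; inconclusive means only one of the mean or replicate conditions met; inactive means mean below 8% and not both replicates reaching 8%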;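 further: cells transiently co-express mutant CFTR-F508del with the halide-sensitive YFP; corrector assay measuring rescue of mutant channel to the surface after 24 h compound exposure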
DENV2 CPE rescue = protects cells from dengue virus 2 cytopathic effect; DENV2-infected cells, cytopathic effect rescue, plate reader; CPE inhibition, % at 9.99 µM; actives 1.7% (n = 350,000); AID 651640; in the data active means CPE inhibition above about 20%, passing the limit was not always enough; inconclusive means no clear call, values can overlap the other calls; tested in BHK-21 cells;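 further: 0% = median of neutral control wells and 100% = median of positive control wells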
XiGFP reactiv = reactivates the inactive X chromosome in mouse fibroblasts | XiGFP mouse fibroblasts, % GFP-positive cells imaging, 3 d; cells co-treated with 5-aza-dC sensitizer; scaled so ellipticine positive control = 100% | activation, % at 7.58 µM | actives 0.055% (n = 360,000) | AID 743238;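 active means mean normalized replicate activation at least 10% and every replicate at or above 10%; inconclusive means only one of the two criteria met; inactive means mean below 10% and not all replicates reach 10%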;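 further: 0% = median of on-plate neutral control wells and 100% = ellipticine 6 µM median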
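Assay system – SV40-immortalized XiGFP fibroblast cells, line 68-5-11 · Buffer or medium – DMEM supplemented with 5-aza-dC as sensitizing agent · Dosing – one concentration, pinned · Benchmarks – positive control ellipticine, 6 µM final · Times – 3 days compound exposure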
ARNT-TACC3 inh = disrupts binding between human ARNT and TACC3. AlphaScreen His-ARNT PAS-B/GST-TACC3 binding, luminescence; TACC3 fragment carries E629A point mutation. inhibition, % at 9.99 µM. actives 0.66% (n = 390,000). AID 623870;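 active means mean inhibition of replicates at least 50% and at least half of replicates each reaching 50%; inconclusive means half or more replicates reach 50% but mean below 50%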;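 further: 0% = complete ARNT plus TACC3 wells and 100% = ARNT alone without TACC3; many hits fall short of the cut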
PAX8 inh HTS = PAX8 transcriptional activity inhibition; AID 652154; RMG-I TPO-luciferase reporter, SteadyGlo, 24 h; inhibition, % at 12.6 µM; actives 1.2% (n = 360,000);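 active means mean replicate inhibition at least 60% with every replicate also reaching 60%; inconclusive means only one of the two criteria is met; inactive means mean below 60% and not all replicates reaching 60%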;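 further: luciferase light reporting Pax8 driven TPO promoter activity; plate controls were median of neutral control wells for no effect and mitoxantrone controls for full effect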
Active calls of the source: *; ? = inconclusive; · = not tested or not shown. This is a subset. The share of hits here may be higher or lower than overall.

SMILES	ERp5 block	INS-1E GSIS act	EWS-Fli block	CFTR F508del cor	DENV2 CPE rescue	XiGFP reactiv	ARNT-TACC3 inh	PAX8 inh HTS
COC(=O)C1=C(c2ccc(OC(F)(F)F)cc2)C[C@@H]2CC[C@H]1N2C(=O)NC1CC1	2	-20	3	0.5	-6	-0.7	0	26
Cc1cc(/C=C2\C(=O)NC(=O)N(c3ccc(Br)cc3)C2=O)c(C)n1-c1cc(C(=O)O)cc(C(=O)O)c1	3	6	-4	3.9	6	0.0	16	-10
O=C(c1ccc(Cl)cc1)C1CCCN(Cc2cccc3cccnc23)C1 (centres undefined)	3	6	3	3.1	-4	-0.1	5	6
COc1ccc(N2C(=O)NC(=O)/C(=C/c3ccc(N4CCOCC4)cc3)C2=O)cc1	2	4	-2	-2.5	-4	-0.1	·	-7
COC(=O)C1=C(c2ccc(-c3ccccc3)c(F)c2)C[C@@H]2CC[C@H]1N2C(=O)NCC1CC1	8	-11	7	0.3	-9	0.1	-3	23
COc1ccc(CN2C(=O)NC(=O)/C(=C\c3cc(OC)c(OC)c(OC)c3)C2=O)cc1	2	-2	1	-6.5	7	0.2	-2	-10
CC(=O)NCC1=C(c2ccc3ccccc3c2)C[C@@H]2CC[C@H]1N2Cc1ccco1	8	2	9	-5.3	-2	0.0	·	10
CCC(c1nnnn1C(C)(C)C)N1CCC2(CC1)C(=O)NCN2c1ccccc1 (centres undefined)	-1	-5	-1	-0.5	2	0.1	·	-3
COC(=O)C1=C(c2cccc(OCc3ccccc3)c2)C[C@@H]2CC[C@H]1N2C(=O)NCc1ccccc1	10	-17	1	-2.0	2	0.1	-2	22
C[C@]12CCC3C(CC[C@H]4C[C@H](O)CC[C@]34C)C1C[C@@H](CCCCl)[C@@H]2O (some centres undefined)	3	·	5	-0.6	8	0.2	·	-5
Cc1cnc(NC(=O)CN2CCCCC2)s1	-1	14	-9	-6.5	?	-0.1	-1	10
N#CCN1CCN(c2ccc(C(F)(F)F)cc2)CC1	·	-3	0	0.8	·	0.1	5	-2
COc1ccc2oc3c(c2c1)NC(=O)CN=C3c1ccccc1	0	2	-6	1.9	-2	-0.1	-4	-25
CCN(CC)c1ccc(CNCCc2ccc(F)cc2)cc1	1	-40	5	-1.3	7	0.0	8	2
O=P(Nc1cccc(F)c1)(Oc1ccccc1F)Oc1ccccc1F	·	·	2	-0.1	19	0.0	-9	-10
C[C@]12CC[C@H](O)CC1=CCC1C2CC[C@@]2(C)C1C[C@@H](O)[C@@H]2O (some centres undefined)	5	9	13	5.2	1	0.2	-7	7
CC1(C)C2CC=C(CN3CCOCC3)C1C2 (centres undefined)	0	1	-8	-2.2	2	·	7	·
C/C=C/c1ccc([C@H]2[C@H](CO)N3CCCCN(C(=O)Cc4ccncc4)C[C@@H]23)cc1	0	-3	-8	-0.4	?	0.2	2	11
Cc1nn(Cc2ccc(Cl)cc2Cl)c(Cl)c1C(=O)O	-7	13	-4	-2.1	2	0.1	37	-11
CCOC(=O)[C@]12Cc3cc(C)ccc3[C@H]1N(C1CCCCC1)C(=O)c1cc(OC)ccc12	-1	2	46	2.0	?	3.4	·	104*
Cc1ncc(CN2CCCC(C(=O)c3cccc(OC(C)C)c3)C2)s1 (centres undefined)	3	-7	20	1.1	2	0.1	0	-7
Cc1ccc(N/N=C/c2c(O)n(-c3ccccc3)c(=O)[nH]c2=O)cc1	2	0	0	-0.1	4	0.0	-2	25
CC(N)Cc1cn(Cc2ccccc2)c2ccccc12 (centres undefined)	6	-10	25	3.9	-3	0.0	7	7
Fc1c(F)c(F)c(N2CCNCC2)c(F)c1F	0	15	1	-1.1	2	0.0	-4	1
CCN(CC)CC(O)c1ccc(C2CCCC2)cc1 (centres undefined)	4	-8	-2	·	-4	0.1	17	-10

Arranged by length of the SMILES (largest number first): part of the list above
SMILES	ERp5 block	INS-1E GSIS act	EWS-Fli block	CFTR F508del cor	DENV2 CPE rescue	XiGFP reactiv	ARNT-TACC3 inh	PAX8 inh HTS
C[C@]12CCC3C(CC[C@H]4C[C@H](O)CC[C@]34C)C1C[C@@H](CCCCl)[C@@H]2O (some centres undefined)	3	·	5	-0.6	8	0.2	·	-5
C[C@]12CC[C@H](O)CC1=CCC1C2CC[C@@]2(C)C1C[C@@H](O)[C@@H]2O (some centres undefined)	5	9	13	5.2	1	0.2	-7	7
CCC(c1nnnn1C(C)(C)C)N1CCC2(CC1)C(=O)NCN2c1ccccc1 (centres undefined)	-1	-5	-1	-0.5	2	0.1	·	-3
Fc1c(F)c(F)c(N2CCNCC2)c(F)c1F	0	15	1	-1.1	2	0.0	-4	1

(next part)
SMILES	ERp5 block	INS-1E GSIS act	EWS-Fli block	CFTR F508del cor	DENV2 CPE rescue	XiGFP reactiv	ARNT-TACC3 inh	PAX8 inh HTS
COC(=O)C1=C(c2ccc(OCc3ccccc3)cc2)C[C@@H]2CC[C@H]1N2C(=O)NCCN1CCOCC1	2	-12	-6	4.2	·	0.0	-9	5
CC(C)CN1Cc2cc(-c3ccccc3)ccc2-n2nncc2C1	-1	14	-4	-4.1	4	-0.1	·	-15
Clc1ccc2nc3c(c(-c4ccccc4)c2c1)CNCC3	2	27	17	·	·	0.1	-20	3
CCC(C)N1C(=O)/C(=C\c2cc3c4c(c2)CCCN4CCC3)C(=O)NC1=S (centres undefined)	4	·	1	·	?	0.0	6	2
Cn1c(=O)cc(OCC(=O)N2CCN(C3CCCCC3)CC2)c2ccccc21	2	4	7	-1.3	1	-0.1	-7	9
CCN(CC)P(=O)(c1nccn1C)N(CC)CC	-3	3	1	0.5	6	0.0	-7	-10
O=c1[nH]c(=S)n(CCC2=CCCCC2)c(O)c1/C=N/N1CCOCC1	-1	·	3	1.0	2	0.0	·	17
COC(=O)[C@H]1[C@H](CO)[C@H]2Cn3c(ccc(-c4ccccc4F)c3=O)[C@@H]1N2C(C)=O	11	14	-3	-0.7	?	0.3	-5	7
COc1ccc2c(c1)C(c1ccc(N(CCCl)CCCl)cc1)=NCC2	-2	·	18	0.3	9	0.0	19	24
O=S(=O)(c1cc(Cl)cc(Cl)c1)N1Cc2cc(-c3ccccc3)ccc2-n2nncc2C1	3	10	4	0.4	14	0.1	·	-7
C[C@]12CCC3C(CC[C@H]4C[C@@H](O)CC[C@]34C)C1C[C@H](Br)[C@@H]2O (some centres undefined)	-6	·	-11	2.4	4	0.0	·	1
C=CCn1cc(C=C2C(=O)N(C)C(=O)N(C)C2=O)c2ccccc21	1	5	12	1.5	3	0.0	-10	10
CN(C)C(=O)Oc1cccc(NC(=O)c2ccccc2C(F)(F)F)c1	7	2	6	-3.1	0	1.2	-12	27
c1ccc(CCNC2CCCCCC2)cc1	-1	10	7	0.4	7	0.0	-2	6
Cn1cc(C(=O)NP(=O)(N2CCOCC2)N2CCOCC2)c2ccccc21	1	6	18	-0.5	-2	0.4	-1	10
Cc1ccccc1S(=O)(=O)N1[C@@H]2c3ccc(-c4cccnc4)c(=O)n3C[C@H]1[C@H](CO)[C@H]2C(=O)O	1	-1	-1	-2.7	1	0.0	-2	-1
C=CCn1c(=O)c(C=Nc2cccnc2Cl)c(O)n(CCCC)c1=O	1	45	-9	-0.9	3	0.2	·	-19
Cc1c(C(=O)N2CCC3(CC2)OCCO3)oc2ccc(S(=O)(=O)N3CCCCC3)cc12	·	-8	-1	0.1	·	0.1	·	11
Cc1ccc(-n2c(O)c(C=NCCN(C)C)c(=O)[nH]c2=O)cc1	2	-6	-8	·	-6	1.8	·	-9
COc1ccc(CCNCc2ccc(Br)cc2)cc1OC	6	50	3	4.6	0	0.0	-7	13
O=c1[nH]cnc2nc(-c3ccc(N(CCCl)CCCl)cc3)[nH]c12	2	58*	-46	3.5	2	0.4	-1	-218
COc1ccc(C#Cc2ccc([C@H]3[C@H](CO)N4CCCCN(C(=O)Cc5cccnc5)C[C@@H]34)cc2)cc1	27*	-12	-9	-3.8	9	0.2	26	-1
CC(=O)O[C@H]1CCC2C3CC[C@H]4[C@@H](O)[C@H](O)CC[C@]4(C)C3CC[C@@]21C (some centres undefined)	12	11	-9	-3.9	-10	0.0	-7	-4
Nc1ncn[nH]1	4	-13	-5	1.0	-1	0.2	7	-1
OCCOCCO	5	7	-4	-0.1	?	·	-3	·

Record cards, from the list above.
CCC(C)N1C(=O)/C(=C\c2cc3c4c(c2)CCCN4CCC3)C(=O)NC1=S (centres undefined) is listed with ERp5 block: 4; INS-1E GSIS act: ·; EWS-Fli block: 1; CFTR F508del cor: ·; DENV2 CPE rescue: ?; XiGFP reactiv: 0.0; ARNT-TACC3 inh: 6; PAX8 inh HTS: 2
CC(C)CN1Cc2cc(-c3ccccc3)ccc2-n2nncc2C1 is listed with ERp5 block: -1; INS-1E GSIS act: 14; EWS-Fli block: -4; CFTR F508del cor: -4.1; DENV2 CPE rescue: 4; XiGFP reactiv: -0.1; ARNT-TACC3 inh: ·; PAX8 inh HTS: -15

(listing goes on)
SMILES	ERp5 block	INS-1E GSIS act	EWS-Fli block	CFTR F508del cor	DENV2 CPE rescue	XiGFP reactiv	ARNT-TACC3 inh	PAX8 inh HTS
C[C@H](CO)N1C[C@H](C)[C@H](CN(C)C(=O)Oc2ccccc2)OCc2ccccc2-c2c(n(C)c3ccccc23)C1=O	2	-12	2	3.2	-12	0.1	·	1
O=C(Cc1ccccn1)N1CCCCN2[C@H](CO)[C@@H](c3ccc(-c4ccccc4)cc3)[C@H]2C1	0	14	-14	0.3	6	0.0	-7	15
Cc1ccccc1-[n+]1c(-c2ccccc2)cc(-c2ccccc2)cc1-c1ccccc1	1	-33	43	4.0	76*	0.1	7	95*
CC1=C2C(=O)C3C(CC=C4CC(O)CCC43C)C2CCC12OC1CC(C)CNC1C2C (centres undefined)	1	15	7	2.2	18	0.2	-1	10
COC(=O)C1=C(c2cccc(C#N)c2)C[C@@H]2CC[C@H]1N2C(=O)NCCOc1ccccc1	3	-1	1	1.2	-15	-0.1	-1	2
CN1C(=O)N(C)C(=O)C2(Cc3cc(NC(=O)c4ccc(F)cc4)ccc3N3CCCC32)C1=O (centres undefined)	3	-2	-12	1.0	?	0.0	-1	-17
CN(C(=O)Cc1ccc2c(c1)OCO2)C1CCCN(Cc2ccccc2F)C1 (centres undefined)	-7	-1	10	-0.3	1	0.0	-2	-10
COC(=O)C1=C(c2cccc(OCc3ccccc3)c2)C[C@@H]2CC[C@H]1N2C(=O)NCCOc1ccc(OC)cc1	2	-13	3	-0.8	18	0.3	0	19

Of the compounds above, three have a CF3 group:
SMILES	ERp5 block	INS-1E GSIS act	EWS-Fli block	CFTR F508del cor	DENV2 CPE rescue	XiGFP reactiv	ARNT-TACC3 inh	PAX8 inh HTS
COC(=O)C1=C(c2ccc(OC(F)(F)F)cc2)C[C@@H]2CC[C@H]1N2C(=O)NC1CC1	2	-20	3	0.5	-6	-0.7	0	26
N#CCN1CCN(c2ccc(C(F)(F)F)cc2)CC1	·	-3	0	0.8	·	0.1	5	-2
CN(C)C(=O)Oc1cccc(NC(=O)c2ccccc2C(F)(F)F)c1	7	2	6	-3.1	0	1.2	-12	27
